Assay outcomes from PubChem.
HIF activator – HIF pathway transcriptional activation | U2OS HRE-luciferase reporter, luminescence; normalized: DMSO 0%, desferrioxamine 100% | 300,000 tested, 0.32% active | activation, % at 7.5 µM (by protocol);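 active = mean activation of at least 10% of the iron chelator positive control signal, with at least half of replicates also reaching 10%; inconclusive = mean and replicate majority disagree about reaching 10%; inactive = mean and most replicates under 10%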
MrgX1 allo act – allosterically activates human MrgX1 receptor signaling | Q96LB2 | B-score at 10 µM | MrgX1-HEK293, Fluo-4 calcium flux, FDSS; hits give high values | AID 588675 | 310,000 tested, 0.63% active;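 active = plate-corrected calcium response at least 3 library SD above typical, normal starting fluorescence, not activating the receptor alone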;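 note: compound read alongside a low EC10 to EC30 dose of BAM8-22 agonist; peak minus trough fluorescence over baseline measured at the second addition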
Target sequence (Q96LB2 whole entry, looked up): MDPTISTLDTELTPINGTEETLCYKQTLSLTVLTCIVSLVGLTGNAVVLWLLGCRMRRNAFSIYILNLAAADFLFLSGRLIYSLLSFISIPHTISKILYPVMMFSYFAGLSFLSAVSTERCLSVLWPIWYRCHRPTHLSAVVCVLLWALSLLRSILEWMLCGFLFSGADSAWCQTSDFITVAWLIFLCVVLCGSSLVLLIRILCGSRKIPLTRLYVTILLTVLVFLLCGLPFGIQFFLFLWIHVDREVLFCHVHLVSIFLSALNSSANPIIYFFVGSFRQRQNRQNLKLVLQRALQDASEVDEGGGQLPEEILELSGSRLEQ
TRPC6 inh – mouse TRPC6 channel inhibition; Q61143; B-score at 10 µM; HEK293-TRPC6, membrane potential dye, ACh-evoked depolarization; hits give low values; 310,000 tested, 1.1% active; AID 2553;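 active = B-score under library mean minus 3 SD, initial fluorescence not abnormally high, positive integrated signal ratio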;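 note: B-score derived from integrated fluorescence ratio over the kinetic read; more negative B-score means stronger inhibition of depolarization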
TRPC4 block – blocks the mouse TRPC4 cation channel. Q9QUQ5. B-score at 10 µM. HEK293 TRPC4beta/mu-opioid, DAMGO-evoked Fluo4 calcium flux; hits give low values. 300,000 tested, 0.39% active;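 active = B-score over 3 SD under the library average, no early fluorescence shift, positive overall ratio signal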
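Assay system: HEK293 cells with stable TRPC4beta plus mu-opioid receptor expression; Probe or stimulus: DAMGO in two steps, submaximal then maximal; Dosing: single-point compound dosing; Measured by: Fluo4 calcium-dye fluorescence, kinetic read; Read-out basis: B score from integrated Fluo4 fluorescence ratio.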
TRPC4 potent – allosterically enhances the mouse TRPC4 cation channel | HEK293 TRPC4beta/mu-opioid, DAMGO EC20, Fluo-4 Ca2+ flux; hits give high values | B-score at 10 µM | 310,000 tested, 0.42% active | AID 2227;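 active = B-score of calcium response area above 5 SD of library B-scores, with initial fluorescence ratio within 5 SD of library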;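 note: B-score of integrated fluorescence ratio over time as area under calcium response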
AI-2 QS mod – Vibrio harveyi AI-2 quorum sensing modulation. Vibrio harveyi JMH597 AI-2 luminescence/OD600 ratio, 9 h; hits give low values; strain lacks LuxN and CqsS sensors; 0 = neutral-control median. activity change, % at 7.5 µM. 300,000 tested, 0.4% active. AID 2094; in the data active = activity change below about -75%, passing the limit was not always enough; inconclusive = no clear call, values can overlap the other calls;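 note: luminescence divided by OD600 gain over 9 h not by final OD600 alone; inactives centre near 13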
MrgX1 agonist – activates human MrgX1 receptor signaling; Q96LB2; MrgX1-HEK293 cells, Fluo-4 calcium fluorescence, agonist mode; hits give high values; B-score at 10 µM; 310,000 tested, 0.44% active; AID 588627;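 active = calcium response B-score plate-corrected fluorescence ratio at least 3 library SD, with starting fluorescence B-score inside 5 SD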
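Material: HEK293 cells stably expressing human MrgX1 receptor | Quantity: 15,000 cells per well | Times: Cells plated overnight, dye loaded 0.5 h 37 °C, 0.5 h room temperature | Measured by: Kinetic Fluo-4 NW fluorescence of intracellular calcium | Control set: Positive and negative controls per plate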
TRPC4 agonist – opens the mouse TRPC4 cation channel; Q9QUQ5; HEK293 TRPC4beta/mu-opioid, Fluo4 calcium fluorescence; hits give high values; B-score at 10 µM; 310,000 tested, 0.49% active;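 active = B-score above 5 SD of library B-scores, and initial fluorescence ratio not above library mean plus 5 SD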;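 note: positive B-score marks a calcium rise read as TRPC4 activation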
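Incubation: 45 min room-temperature Fluo4 loading, 110 s read / System: HEK293 cells stably co-expressing mouse TRPC4beta and mu-opioid receptor / Signal: Fluo4 fluorescence, kinetic / Control set: buffer (low) and maximal DAMGO (high) / Measure: integrated baseline-normalised fluorescence ratio, converted to per-well B score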
TRPC6 act – activators of mouse TRPC6 channel; B-score at 10 µM; HEK293-TRPC6 membrane potential dye fluorescence; hits give high values; 310,000 tested, 0.13% active; AID 2550;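 active = B-score of the integrated fluorescence ratio above library mean plus 3 SD, and starting fluorescence ratio within library mean plus 5 SD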;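 note: higher score means more depolarization so channel activation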
PolyA inh – inhibitors of polyadenylation in S. cerevisiae | 300,000 tested, 0.02% active | calls only at 12 µM | AID 1875 | S. cerevisiae SKY197-pL101 polyadenylation reporter, beta-gal luminescence; efflux-impaired pdr1/pdr3 knockout yeast; score 100 = 6 SD above DMSO;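 active = lowest replicate activity score at least 50, where 100 means six control SD above control mean; inconclusive = lowest score under 50 but half or more replicates reach 50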;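 note: yeast exposed to compound for 9 h at 30 °C; higher score means more reporter readthrough which indicates perturbed polyadenylation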
MrgX1 antag – blocks BAM8-22 activation of human MrgX1 receptor; Q96LB2; MRGX1-HEK293 calcium flux, Fluo-4, BAM8-22 antagonism; hits give low values; B-score at 10 µM; 310,000 tested, 1.3% active;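 active = calcium-response B-score plate-corrected more than 3 library SD below zero, starting fluorescence within 5 deviations, no agonist response on first addition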;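 note: peak minus trough fluorescence over baseline after final BAM8-22 challenge near maximal dose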
Active calls of the source: *; i = inactive; ? = inconclusive; nt = not tested or not shown.

SMILES,MrgX1 antag,PolyA inh,TRPC4 agonist,AI-2 QS mod,MrgX1 agonist,TRPC6 inh,HIF activator,TRPC4 potent,TRPC4 block,TRPC6 act,MrgX1 allo act
CC1(c2cccc(Br)c2)NC(=O)N(CC(=O)Nc2ccc(S(N)(=O)=O)cc2)C1=O (stereo not given),i,i,i,23,i,i,-0.2,i,i,i,i
COc1ccc(S(=O)(=O)NCCc2cn3nc(C)c(C)nc3n2)cc1C,i,i,i,4,i,i,-0.2,i,i,i,i
CC(C)OC(=O)c1ccc(Cn2nnc3ccccc3c2=O)cc1,i,i,i,-16,i,i,0.2,i,i,i,i
Cc1ccc(C(=O)N/C(=C\c2ccc(-c3cccc([N+](=O)[O-])c3)o2)C(=O)NCCCN2CCOCC2)cc1,i,i,i,-2,i,i,-0.9,i,i,i,i
CCCN1CCN(CCCNC(=O)Cn2ncc3c4ccccc4n(C)c3c2=O)CC1,i,i,i,12,i,i,-0.5,i,i,i,i
Cc1ccc2c(c1)c1c(n2C)-c2[nH]ncc2CC1,i,i,i,68,i,i,2.1,i,i,i,i
COCCn1c(C)cc(C(=O)COc2cccnc2[N+](=O)[O-])c1C,i,i,i,-3,i,i,-0.4,i,i,i,i
Cc1ccc(C)c2[nH]c(=O)c(CN(CC3CCCO3)S(=O)(=O)c3ccc4c(c3)OCCO4)cc12 (stereo not given),i,i,i,6,i,i,0.5,i,i,i,i
NC(N)=NCCC[C@H](NC(=O)OCc1ccccc1)C(=O)O,i,nt,i,14,i,i,0.5,i,i,i,i
O=C(CN1CCCCCC1)NCC1CCCO1 (stereo not given),i,i,i,5,i,i,-0.2,i,i,i,i
Cc1cc(F)ccc1S(=O)(=O)N1CCC2(CC1)OCCN2S(=O)(=O)c1cccs1,i,i,i,9,i,i,0.7,i,i,i,i
O=C(NC12CC3CC(CC(C3)C1)C2)c1cncc(Br)c1,i,i,i,26,i,i,0.2,i,i,i,i
CC1CCC(C(=O)NNC(=O)c2cc(-c3ccco3)[nH]n2)CC1 (stereo not given),i,i,i,0,i,i,-0.2,i,i,i,i
CC(C(=O)NC1C=CS(=O)(=O)C1)N1C(=O)/C(=C\c2ccccc2)SC1=S (stereo not given),i,i,i,15,i,i,-0.2,i,i,i,i
O=C(Cn1c(=O)oc2cc(S(=O)(=O)N3CCCC3)ccc21)NCc1ccc(F)cc1,i,i,i,9,i,i,-0.2,i,i,i,i
Cc1ccc(S(=O)(=O)N(C)c2ccc3c(ncn3C)c2[N+](=O)[O-])cc1,i,i,i,20,i,i,1.9,i,i,i,i
CCN(CC)C(=O)C1CCCN(c2ccc([N+](=O)[O-])cc2/C=N/NC(=O)c2ccccc2)C1 (stereo not given),i,i,i,19,i,i,-0.9,i,i,i,i
O=C(c1ccc([N+](=O)[O-])cc1[N+](=O)[O-])N1CCc2ccccc21,i,i,i,50,i,i,-3.4,i,i,i,i
CCOc1ccc(C(NC(=O)c2ccco2)c2ccc(OC)c(OC)c2)cc1 (stereo not given),i,i,i,15,i,i,0.2,i,i,i,i
O=C1c2ccccc2C(=O)N1S(=O)(=O)c1ccccc1,i,i,i,7,i,i,-0.2,i,i,i,i
CC1(C)Cc2c(c(N3CCOCC3)nc3sc4c(NCc5ccccc5)nnnc4c23)CS1,i,i,i,8,i,i,-0.3,i,i,i,i
COc1ccccc1OCc1ccc(C(=O)Nc2ccccc2F)cc1,i,i,i,11,i,i,1.5,i,i,i,i
Cc1c(Nc2ccc(C=O)cc2)c(=O)n(-c2ccccc2)n1C,i,i,i,4,i,i,0.0,i,i,i,i
COc1cc2c(cc1OC)CN(C(=O)CCN1C(=O)C3CCCCC3C1=O)CC2 (stereo not given),i,i,i,7,i,i,0.2,i,i,i,i
CCc1nnc(NC(=O)CCN2C(=O)c3ccccc3C2=O)s1,i,i,i,-65,i,i,-0.4,i,i,i,i
O=C(CCCCCCCC(=O)NCC1CCCO1)NCC1CCCO1 (stereo not given),i,i,i,19,i,i,-0.1,i,i,i,i
CCCCCCSc1cc(-c2nc3ccc(C)cn3c2NCc2ccccc2)ccc1OC,i,i,i,4,i,i,-0.6,i,i,i,i
Cc1ccc[n+](CC(=O)Nc2ccc(N(C)C)cc2)c1,i,i,i,-20,i,i,-34,i,i,i,i
CCC(C)(C)NC(=O)c1ccc2c(c1)N(CC(=O)N1CCCC1)C(=O)C(C)(C)O2,i,i,i,11,i,i,0.6,i,i,i,i
Cc1cccnc1NC(=O)c1ccc(Cl)c(S(=O)(=O)N2CCCCC2)c1,i,i,i,-17,i,i,0.7,i,i,i,i

The final 2 entries of the section before open the next one.
SMILES,MrgX1 antag,PolyA inh,TRPC4 agonist,AI-2 QS mod,MrgX1 agonist,TRPC6 inh,HIF activator,TRPC4 potent,TRPC4 block,TRPC6 act,MrgX1 allo act
CCC(C)(C)NC(=O)c1ccc2c(c1)N(CC(=O)N1CCCC1)C(=O)C(C)(C)O2,i,i,i,11,i,i,0.6,i,i,i,i
Cc1cccnc1NC(=O)c1ccc(Cl)c(S(=O)(=O)N2CCCCC2)c1,i,i,i,-17,i,i,0.7,i,i,i,i
Cc1ccc(S(=O)(=O)NCc2cccnc2)cc1C,i,i,i,13,i,i,0.1,i,i,i,i
COC(=O)CCC(=O)OC1(C)C(=O)C=C2C=C(C3CC3)N(c3ccccc3)C=C2C1=O (stereo not given),i,i,i,31,i,i,-0.2,i,i,i,i
CC1CN(CCC(=O)Nc2ccc3c(c2)OCO3)CC(C)O1 (stereo not given),i,i,i,26,i,i,0.0,i,i,i,i
CCCCCCCCCCn1ccc(=N)cc1,i,i,i,25,i,-9.1*,-2.1,i,i,i,i
COc1ccc(CC(CC(=O)O)C(=O)Nc2ccc(OC)cc2)cc1 (stereo not given),i,i,i,9,i,i,-0.2,i,i,i,i
CCCCCCCCCC[N+](C)(C)CC/C=C1/c2ccccc2Sc2ccc(Cl)cc21,i,i,i,?,i,i,-0.3,i,i,i,i
CC(C)[C@H](NC(=O)c1ccccc1)C(=O)OCC(=O)NCCc1ccc(F)cc1,i,i,i,9,i,i,-0.8,i,i,i,i
O=C(NCCc1ccccc1)C1CCN(C(=O)Nc2ccccc2)CC1,i,i,i,23,i,i,1.1,i,i,i,i
CCN(CC)C(=O)c1sc2c(c1C)c(=O)n(-c1ccc(C)c(C)c1)c(=O)n2CC(=O)NCC1CCCO1 (stereo not given),i,i,i,40,i,i,-0.4,i,i,i,i
CN(C1=NC(=O)C(CC(=O)Nc2ccc(Br)cc2)S1)c1ccc(O)cc1 (stereo not given),i,i,i,18,i,i,-33,i,i,i,i
CC(Oc1ccc2c3c(c(=O)oc2c1)CCCC3)C(=O)NCCCn1ccnc1 (stereo not given),i,i,i,0,i,i,-0.8,i,i,i,i
Cc1ccc(C(=O)Oc2coc(CSc3nnc(NC(=O)C4CC4)s3)cc2=O)cc1,i,i,i,30,i,i,0.7,i,i,i,i
CC(C)(O)C#Cc1ccc(CN2CCN(Cc3ccsc3)C(CCO)C2)cc1 (stereo not given),i,i,i,44,i,i,0.0,i,i,i,i
O=C(Cc1c(Cl)cccc1Cl)OCC(=O)N1CCN(C(=O)c2ccco2)CC1,i,i,i,1,i,i,-0.3,i,i,i,i
Cn1c(=O)c2c(nc(SCCN3CCOCC3)n2C)n(C)c1=O,i,i,i,3,i,i,-39,i,i,i,i
CCn1c(-c2cccs2)nc2ccccc21,i,i,i,8,i,i,0.3,i,i,i,i
C/C(N)=C(/C#N)C(=O)COC(=O)c1ccccc1C(=O)c1ccc(C)cc1,i,i,i,4,i,i,0.1,i,i,i,i
COc1ccccc1CNC(=O)[C@H](C)NC(=O)C1CCN(C(=O)[C@@H](N)CC(C)C)CC1,i,i,i,-3,i,i,-0.2,i,i,i,i
COCCCNC(=O)Cn1c(=O)oc2cc(S(=O)(=O)N3CC(C)CC(C)C3)ccc21 (stereo not given),i,i,i,46,i,i,0.0,i,i,i,i
Cc1ccc(-n2c(SCC(=O)Nc3cccc(S(=O)(=O)NC4=NCCCCC4)c3)nc3ccccc3c2=O)cc1C,i,i,i,15,i,i,-1.0,i,i,i,i
Cc1ccc(S(=O)(=O)N2CCN(c3ccc(C(=O)N4CCOCC4)cc3[N+](=O)[O-])CC2)cc1,i,i,i,24,i,i,-0.4,i,i,i,i
O=C(N1CCN(Cc2ccccc2)CC1)C12CC3CC(CC(C3)C1)C2,i,i,i,39,i,i,-0.4,i,i,i,i
Cc1cc(C)nc(SCC(=O)N/N=C/c2cccnc2)n1,i,i,i,22,i,i,0.0,i,i,i,i
Fc1ccc(Oc2cnns2)cc1,i,i,i,16,i,i,-0.3,i,i,i,i
CCOC(=O)c1c(O)c(Cl)c(C)[nH]c1=O,i,i,i,19,i,i,-0.5,i,i,i,i
CN(C)CCCn1c(-c2ccccc2)nc(=S)c2c1CCCC2,i,i,i,12,i,i,-0.1,i,i,i,i
CC(=O)Nc1ccc(-c2csc(-c3cccnc3)n2)cc1,i,i,i,5,i,i,1.0,i,i,i,i
COc1ccc2nc(SCC(=O)NCc3ccc(OC)c(OC)c3)[nH]c2c1,i,i,i,13,i,i,0.5,i,i,i,i
COCCn1nnnc1C(c1ccccc1OC)N1CCc2ccccc2C1 (stereo not given),i,i,i,25,i,i,0.2,i,i,i,i
Oc1ccccc1CNc1ccc2c(c1)OCCO2,i,i,i,-1,i,i,0.8,i,i,i,i

Some of the compounds tested (hit frequency here may not be typical).
